# Screens: PubChem, several laboratories
# 14-3-3 Bad inh: disrupts binding of bovine 14-3-3 zeta to phospho-Bad peptide | P63103 | TR-FRET 14-3-3zeta/Dy647-pBad peptide displacement, 1 h | inhibition, % at 21.7 µM | 220,000 compounds, 0.71% hits | AID 781;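 active = inhibition above about 70%, limit read from the data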;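 note: 0% = full 14-3-3 plus peptide FRET controls and 100% = background without 14-3-3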
# Target sequence (P63103 whole entry, looked up): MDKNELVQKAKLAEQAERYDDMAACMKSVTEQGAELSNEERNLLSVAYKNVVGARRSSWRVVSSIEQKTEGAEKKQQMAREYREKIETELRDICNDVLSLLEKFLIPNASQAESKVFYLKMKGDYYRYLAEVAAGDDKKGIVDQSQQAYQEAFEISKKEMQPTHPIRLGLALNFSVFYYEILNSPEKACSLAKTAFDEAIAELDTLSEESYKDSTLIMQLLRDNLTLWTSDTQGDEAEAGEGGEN
# KLK5 inh: kallikrein 5 (human) inhibition. recombinant hK5, fluorogenic AMC substrate cleavage. inhibition, % at 5 µM. 210,000 compounds, 0.59% hits. Q9Y337;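 active = inhibition of 40% or more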;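 note: 0% = enzyme controls without compound and 100% = no-enzyme blanks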
# Runt-SMMHC FRET: blocks binding of human RUNX1 Runt domain to CBFb-SMMHC; Cerulean-Runt/Venus-CBFb-SMMHC FRET ratio 530/480, 1 h; inhibition, % at 20 µM; 220,000 compounds, 0.74% hits;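 active = mean inhibition across duplicate retests at 20 µM reaching about 50%, limit read from the data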;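 note: 0% = DMSO wells and 100% = wells with excess untagged CBFb-SMMHC; inhibitors lower the FRET ratio by blocking Runt binding to CBFb-SMMHC; some results filed as inactive read as strong as hits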
# Target sequence (Q01196 whole entry, looked up, the tested form may be a part): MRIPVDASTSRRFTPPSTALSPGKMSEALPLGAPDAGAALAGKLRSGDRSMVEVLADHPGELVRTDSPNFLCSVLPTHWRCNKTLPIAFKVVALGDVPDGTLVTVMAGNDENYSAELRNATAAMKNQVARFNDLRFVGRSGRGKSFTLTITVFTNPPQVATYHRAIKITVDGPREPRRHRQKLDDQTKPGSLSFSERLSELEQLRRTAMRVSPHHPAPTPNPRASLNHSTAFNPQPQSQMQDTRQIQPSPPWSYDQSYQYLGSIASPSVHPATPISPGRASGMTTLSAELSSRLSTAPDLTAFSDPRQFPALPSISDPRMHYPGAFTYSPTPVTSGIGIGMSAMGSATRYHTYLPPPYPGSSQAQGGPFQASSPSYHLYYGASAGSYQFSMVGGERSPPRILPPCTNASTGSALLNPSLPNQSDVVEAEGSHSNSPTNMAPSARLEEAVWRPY
# Target sequence (Q13951 whole entry, looked up, the tested form may be a part): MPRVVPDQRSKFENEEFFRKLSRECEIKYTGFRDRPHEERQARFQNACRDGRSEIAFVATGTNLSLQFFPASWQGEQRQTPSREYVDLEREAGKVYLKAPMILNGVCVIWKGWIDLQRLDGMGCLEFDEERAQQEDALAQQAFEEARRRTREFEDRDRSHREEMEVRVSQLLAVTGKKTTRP
# thrombin 1536: thrombin (human) inhibition; P00734; alpha-thrombin, Boc-VPR-AMC fluorogenic substrate cleavage; inhibition, % at 5 µM; 220,000 compounds, 0.26% hits;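 active = inhibition at or above 40%; inactive = inhibition below 40%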;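 note: 0% = enzyme with no compound and 100% = wells without enzyme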
#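 Material: human alpha-thrombin protein. Incubation: reaction at ambient temperature. Technique: fluorescence of released AMC, ex 355 nm, em 460 nm. Control set: no-compound enzyme wells and no-enzyme blanks. Also added: Boc-VPR-AMC substrate, 15 µM final. Buffer or medium: pH 7.5 Tris (50 mM) with NaCl 150 mM, Tween 20 0.05%.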
# Runt-CBFb FRET: blocks binding of human RUNX1 Runt domain to CBFb. Cerulean-Runt/Venus-CBFb FRET ratio 530/480, 1 h. inhibition, % at 20 µM. AID 1496. 220,000 compounds, 0.46% hits;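 active = inhibition over about 50% at 20 µM in the single-dose screen, limit read from the data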;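 note: 0% = DMSO wells and 100% = excess unlabeled CBFb competitor control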
#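 Reagent – Venus-CBFb binding partner, 100 nM · Assay system – Cerulean-tagged RUNX1 Runt domain (FRET donor) fusion protein · Input – 100 nM per protein · Incubation – two 1 h room-temperature incubations shielded from light · Measured by – FRET fluorescence · Medium – Tris buffer pH 7.5 with salts and BSA · Benchmarks – unlabeled CBFb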
# FXIa inh 1536: factor XIa (human) inhibition | 220,000 compounds, 0.14% hits | purified FXIa, Boc-Glu-Ala-Arg-AMC fluorogenic substrate | inhibition, % at 5 µM;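 active = inhibition of at least 40%; inactive = inhibition below 40%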;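 note: fluorescence of freed AMC excited at 355 nm; 0% = enzyme without compound and 100% = no enzyme blank; many of its hits are not listed in these tables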
# Hck Nef HTS: inhibitors of human Hck kinase activated by Nef | P08631 | Recombinant Hck-YEEI plus Nef, Z-Lyte FRET kinase assay | inhibition, % at 20 µM | 220,000 compounds, 0.68% hits | AID 463187;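 active = Hck-Nef kinase inhibition above about 50%, limit read from the data; inactive = inhibition below that limit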;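 note: 0% = DMSO with Hck plus Nef and 100% = Hck alone without Nef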
# Wee1 stabilizer: blocks degradation of human Wee1 kinase | HeLa Luc-Wee1K328M stability, luciferase luminescence; 100% = proteasome inhibitor MG132 effect | AID 1321 | P30291 | 220,000 compounds, 1.2% hits | reporter increase, % at 5 µM;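 active = activation above the mean of all tested compounds plus 3 SD, set per screening run, cut at about 8.8% in these data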;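 note: cells exposed to compound for 20 h before luminescence read; 0% = DMSO alone and 100% = MG132 at 30 µM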
# FXIIa inh: inhibitors of human coagulation factor XIIa; P00748; purified FXIIa, Boc-QGR-AMC fluorogenic substrate, 2 h; inhibition, % at 5 µM; 220,000 compounds, 0.3% hits; in the data active = inhibition above about 40%;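 note: 0% = enzyme with no compound and 100% = blank without enzyme; many of its hits are not listed in these tables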
# The depositor's hits bear a star; . = no result given; [ ] = remark or other dose. The order is random; 4.2% or so of the library scored in one or more.
Structure	14-3-3 Bad inh	KLK5 inh	Runt-SMMHC FRET	thrombin 1536	Runt-CBFb FRET	FXIa inh 1536	Hck Nef HTS	Wee1 stabilizer	FXIIa inh
C=CCC1C=CCC(CC=C)N1C(=O)c1ccccc1[N+](=O)[O-] (centres undefined)	-14[fluorescence artefact?]	-20	-2	-8	-3	7	-2	-3	16
CC1(C)C(CO)=CC(=O)C2=C1SCC(=O)N2	-1	-4	0	4	1	7	0	-3	15
COc1ccc(NS(=O)(=O)c2ccc(N3CCCC3=O)cc2)cn1	-2	-4	1	-10	1	-1	22	0	1
Cc1cc2ccccn2c1C(=O)c1cccc([N+](=O)[O-])c1	-12	-5	-2	-24	-2	-7	16	0	11
CC[n+]1ccc(C)c2cc(SC(F)(F)F)ccc21	1	1	5	-2	1	2	72*	-1	13
O=C(O)c1ccccc1C(=O)Nc1ccc(-n2ccc(C(F)(F)F)n2)cc1	8	4	-1	1	0	14	14	-1	4
Cc1nc2ccccc2nc1CN1CCC(CO)(CC2CCCCO2)CC1 (centres undefined)	-16	.	3	3	-1	0	-3	1	6
COC(=O)c1ccc(NC(=S)NCCCN2CCCC2=O)cc1	-10	.	3	-8	0	-2	6	1	6

# One compound at a time (already shown). Order of screens: 14-3-3 Bad inh	KLK5 inh	Runt-SMMHC FRET	thrombin 1536	Runt-CBFb FRET	FXIa inh 1536	Hck Nef HTS	Wee1 stabilizer	FXIIa inh
# Results for C=CCC1C=CCC(CC=C)N1C(=O)c1ccccc1[N+](=O)[O-] (centres undefined) → -14[fluorescence artefact?]	-20	-2	-8	-3	7	-2	-3	16
# Results for CC[n+]1ccc(C)c2cc(SC(F)(F)F)ccc21 → 1	1	5	-2	1	2	72*	-1	13
# Results for Cc1nc2ccccc2nc1CN1CCC(CO)(CC2CCCCO2)CC1 (centres undefined) → -16	.	3	3	-1	0	-3	1	6

# New compounds follow:
Structure	14-3-3 Bad inh	KLK5 inh	Runt-SMMHC FRET	thrombin 1536	Runt-CBFb FRET	FXIa inh 1536	Hck Nef HTS	Wee1 stabilizer	FXIIa inh
COc1cccc(-n2nnc3c(=O)n(CC(=O)Nc4ccc(C)cc4)cnc32)c1	-2	-7	-1	-3	-1	-2	15	0	1
O=C(CCC(=O)OCC(F)(F)C(F)F)Nc1ccc(F)cc1F	-3	-15	1	-2	-2	5	5	1	12
Cc1csc2ncc(C(=O)NCc3ccccc3Cl)c(=O)n12	9	-26	2	-4	-1	4	-4	-3	3
Cc1cccc2c1-c1sc(C(=O)N3CCc4ccccc4C3)cc1CO2	-1	-14	2	-2	3	2	-2	-2	4
C=CCn1c(COc2ccc(Cl)cc2)nnc1SCC(=O)N1CC(=O)Nc2ccccc21	2	-10	1	-3	-3	1	1	2	13
Cc1ccc2nc(SC(C)C(=O)N3CCCC3)[nH]c2c1 (centres undefined)	-6	-23	4	-2	-1	-9	0	2	0
Cc1ccc(-c2nnn(CC(=O)N(c3ccccc3)C(C(=O)NC3CCCC3)c3ccco3)n2)o1 (centres undefined)	2	-9	4	-4	0	-12	0	-2	-1
COc1ccc([C@@H]2C[C@@H](c3ccccc3)Oc3cc(C)cc(C)c32)cc1	-9	-1	1	-4	2	0	24	.	7
CCCCOCC(O)CCc1n[nH]c(=S)n1-c1ccccc1 (centres undefined)	-11	-1	8	-5	5	0	17	5	7
O=C(Oc1cccnc1)c1ccc([N+](=O)[O-])cc1	-4	-15	5	-3	0	5	2	-2	8
N#CC(C#N)=Cc1cc2ccccc2nc1N1CCCCC1	-19	-11	1	-9	-3	-3	3	5	8
O=C(CN1CCC(NC(=O)Cc2ccccc2)CC1)Nc1cccc2ccccc12	1[fluorescence artefact?]	7	3	0	0	-2	2	-3	9
Cc1noc(C)c1COC(=O)[C@H](C)NS(=O)(=O)c1ccc(Cl)c(Cl)c1	5	-4	0	-8	1	0	-1	-2	-12
CCOC(=O)CN(C(=O)c1ccccc1[N+](=O)[O-])C(C)(C)C	3	-8	-3	-10	-2	1	9	-1	5
CCCOc1ccc2nc(C)c(CCC)c(SC(=N)N)c2c1	11	-5	7	-8	4	-6	-4	4	3
COc1ccc2c(c1)nc(SCC(=O)c1cccs1)n2C	71*	-2	-4	-6	.	-1	0	-1	7

# Shown field by field: 4 of the compounds above
SMILES: O=C(CN1CCC(NC(=O)Cc2ccccc2)CC1)Nc1cccc2ccccc12
  14-3-3 Bad inh = 1[fluorescence artefact?]
  KLK5 inh = 7
  Runt-SMMHC FRET = 3
  thrombin 1536 = 0
  Runt-CBFb FRET = 0
  FXIa inh 1536 = -2
  Hck Nef HTS = 2
  Wee1 stabilizer = -3
  FXIIa inh = 9

SMILES: Cc1noc(C)c1COC(=O)[C@H](C)NS(=O)(=O)c1ccc(Cl)c(Cl)c1
  14-3-3 Bad inh = 5
  KLK5 inh = -4
  Runt-SMMHC FRET = 0
  thrombin 1536 = -8
  Runt-CBFb FRET = 1
  FXIa inh 1536 = 0
  Hck Nef HTS = -1
  Wee1 stabilizer = -2
  FXIIa inh = -12

SMILES: CCOC(=O)CN(C(=O)c1ccccc1[N+](=O)[O-])C(C)(C)C
  14-3-3 Bad inh = 3
  KLK5 inh = -8
  Runt-SMMHC FRET = -3
  thrombin 1536 = -10
  Runt-CBFb FRET = -2
  FXIa inh 1536 = 1
  Hck Nef HTS = 9
  Wee1 stabilizer = -1
  FXIIa inh = 5

SMILES: CCCOc1ccc2nc(C)c(CCC)c(SC(=N)N)c2c1
  14-3-3 Bad inh = 11
  KLK5 inh = -5
  Runt-SMMHC FRET = 7
  thrombin 1536 = -8
  Runt-CBFb FRET = 4
  FXIa inh 1536 = -6
  Hck Nef HTS = -4
  Wee1 stabilizer = 4
  FXIIa inh = 3

# Remaining list, next part.
Structure	14-3-3 Bad inh	KLK5 inh	Runt-SMMHC FRET	thrombin 1536	Runt-CBFb FRET	FXIa inh 1536	Hck Nef HTS	Wee1 stabilizer	FXIIa inh
O=C(CSc1nnc(Nc2ccccc2)s1)Nc1cccnc1Cl	-7	9	4	-10	2	-6	2	-1	-3
O=C(C1CCCN(S(=O)(=O)c2cccc3cccnc23)C1)N1CCN(c2ccc(F)cc2)CC1 (centres undefined)	-2	18	0	1	3	-3	0	-2	2
C[C@H](NC(N)=O)C(=O)Nc1ccc2c(c1)OCO2	-4	0	0	-3	2	-1	4	0	1
CCC(CO)[n+]1c(C)cc(/C=C2\Sc3ccccc3N2Cc2ccccc2)cc1C (centres undefined)	-11	-1	64*	4	43	-4	2	-2	7
O=C(c1cc2c(s1)-c1ccccc1S(=O)(=O)C2)N1CCCC1	6	2	-4	4	-2	3	10	-1	7
CCOc1ccc(/C=C/C(=O)C(C(N)=O)=C2SCCS2)cc1	0[fluorescence artefact?]	-7	-29	-11	-43	3	2	6	11
COc1ccc(Cl)cc1N1CC(C(=O)Nc2nccs2)CC1=O (centres undefined)	-4	-15	-4	4	1	-2	-1	-2	19
c1ccc(-c2nc3nonc3nc2-c2ccccc2)cc1	1	-3	-2	-3	12	2	1	-2	15
COC(=O)Cn1cnc(=O)c(C#N)c1/C=C/N(C)C	0	6	-5	1	0	2	0	-2	15
c1ccc2c(c1)oc1c(NCCCN3CCOCC3)ncnc12	26[fluorescence artefact?]	-20	1	2	0	-2	-1	-2	11
COc1ccc(NC(=S)NNC(=O)CCn2cc([N+](=O)[O-])cn2)cc1	-14	-13	-2	-3	2	-6	18	1	2
O=C(/C=C/c1ccc2c(c1)OCO2)NCc1ccco1	5[fluorescence artefact?]	9	1	2	0	14	10	-1	17
Cc1ccc(C)c(C(=O)OCC(=O)Nc2cccc(S(=O)(=O)NC3=NCCCCC3)c2)c1	0	-25	-2	-7	-4	-9	0	2	-6
CCCc1nnc(SCc2ccc(OC)cc2)n1N	9	-3	-1	-1	1	-1	5	-3	13
O=C(Nc1ccc(C(=O)N2CCOCC2)cc1)c1cccs1	5	7	-7	1	-5	-14	2	-2	13
O=C(N/N=C/c1cn(-c2ccccc2)nc1-c1cccnc1)c1cccnc1	-8	2	1	20	-4	-3	24	0	4
CCOc1ccc(NC(=S)Nc2ccccc2C2(C)CC2)cc1	-2	22	3	24	4	24	-13	-1	16
CS(=O)(=O)NCCOc1ccc(S(=O)(=O)NCCOc2ccccc2)cc1	-9	-4	-2	-7	1	-5	0	-2	2
CCOC(=O)c1c(NC(=S)N2CCN(C)CC2)sc2c1CCN(C(=O)OCC)C2	-5	7	2	-4	7	-13	10	-4	6
O=C(O)/C=C/C(=O)Nc1ccc(OC(F)F)cc1	0	-1	4	-2	1	-1	-5	-1	7
O=C(CCc1ccc(S(=O)(=O)N2CCOCC2)cc1)N1CCCC1	1	-9	2	-5	1	-4	2	-1	6
CCN(CC)NC(=S)Nc1ccccc1	1	1	2	-3	1	5	3	-1	14
Cc1cc(-n2cnc(-c3cn(C)nc3C)n2)no1	1	2	0	1	0	12	16	3	11
c1cc(Nc2cccc3nccnc23)c2nccnc2c1	0	-2	-13	-15	0	-4	24	-1	2
O=C(NNC1=C(C(=O)C(F)(F)F)CCC1)c1cccnc1	-18	-1	-2	-1	1	1	13	-1	8
COc1ccc(C(=O)C2CCCN(C(=O)CCc3ccccn3)C2)c(C)c1 (centres undefined)	-13	0	3	-7	0	-3	18	2	4
CC(C)c1ccccc1NC(=O)c1ccc(CN(c2ccccc2)S(=O)(=O)c2ccccc2)cc1	0	-6	2	-7	2	1	-1	6	4
CCOC(=O)N1CCN(S(=O)(=O)c2ccc(C)c([N+](=O)[O-])c2)CC1	1	2	-1	0	2	-3	12	-1	6
CC1(C)Cc2c(c(-c3ccccc3)[nH]c(=O)c2C#N)CS1	0	0	-6	3	2	8	-1	0	18
O=C(Cc1ccc([N+](=O)[O-])cc1)Nc1ccc2c(c1)OCO2	-25	-1	1	-8	-1	1	16	-2	8
Cc1csc(NC(=O)c2ccco2)c1C(=O)c1ccccc1	1	1	4	-10	1	-1	11	12*	8
Cc1cc(N(C)C)c(C#N)c(=O)[nH]1	-8[fluorescence artefact?]	-1	3	-8	0	-8	10	1	-7
CCc1nc2ccccc2c(C(=O)Oc2cccc3cccnc23)c1C	8	9	-1	-6	-2	-2	0	-1	-3
C/C=C(\CS(=O)(=O)c1ccccc1)S(=O)(=O)c1ccccc1	-18	21	-9	24	-1	-3	-23	1	4
CCNc1nc(SCCOc2ccc(C)cc2)nc(N(C)C)n1	-10	3	-1	4	-1	1	3	3	15
COc1ccc(Cn2c(C)c(C)c(C#N)c2NC(=O)Nc2cccc(Cl)c2)cc1	-7[fluorescence artefact?]	-2	4	-10	5	-8	1	-2	-16
CCOCCOC(=O)C1=C(C)NC2=C(C(=O)CC(c3cccs3)C2)C1c1ccsc1 (centres undefined)	4	-34	22	2	9	1	4	0	16
